SENP8 block-1: blocks the human protease SENP8 | Q96LD8 | purified SENP8, Z-RLRGG-aminoluciferin cleavage, luminescence | inhibition, % at 10 µM | 330,000 tested, 1.2% active | AID 2540; in the data active = inhibition above about 50%
SENP8 block-2: inhibitors of human SENP8 protease; Q96LD8; recombinant SENP8, Nedd8 substrate fluorescence; inhibition, % at 20 µM; 360,000 tested, 0.64% active; AID 602440; in the data active = inhibition mostly above about 40%, no sharp cut-off; inactive = mostly below about 27%
PfG6PD inh: PfG6PD (Plasmodium falciparum) enzyme inhibition; PfGluPho enzyme, NADPH resazurin-diaphorase fluorescence; inhibition, % at 20 µM; 350,000 tested, 0.78% active; AID 504690;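 active = inhibition reaching at least a set limit at 20 µM in the primary screen, cut at about 59% in these data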;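 also: 0% = DMSO wells with substrate and 100% = DMSO wells lacking glucose-6-phosphate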
HKDC1 inh: inhibitors of human hexokinase HKDC1 | AID 493160 | Q2TB90 | inhibition, % at 20 µM | 340,000 tested, 0.16% active | recombinant HKDC1, G6PDH/diaphorase resazurin coupled fluorescence;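 active = inhibition above about 35% when tested at 20 µM, limit read from the data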;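 also: plate controls were DMSO wells with enzyme for no effect and DMSO wells lacking enzyme for full effect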
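Test system: recombinant HKDC1 (HK5) hexokinase enzyme, produced in-house / Doses: 20 µM test compound, 1% DMSO / Timing: 90 min, room temperature / Detection: G6PDH/diaphorase-coupled fluorescence, 1 mM NADP, 100 µM resazurin, 525/613 nm / Control set: DMSO wells with and without enzyme mix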
SENP6 block: inhibitors of human SENP6 protease; Q9GZR1; Recombinant SENP6 catalytic domain, aminoluciferin luminescence; inhibition, % at 10 µM; 330,000 tested, 1.8% active; AID 2599;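 active = inhibition above about 50% at the single tested dose, limit read from the data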;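 also: plate controls were DMSO wells with enzyme for no effect and DMSO wells lacking enzyme for full effect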
SENP1 inh: blocks the human SENP1 SUMO protease catalytic domain. inhibition, % at 10 µM. recombinant SENP1 catalytic domain, CyPet-SUMO1-YPet FRET cleavage. 360,000 tested, 0.21% active. AID 624204;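 active = inhibition at least 30% at 10 µM, raw YFP signal under a set limit, fluorescence ratio 0.5 to 1.5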;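 also: 0% = enzyme with DMSO and 100% = no enzyme wells; some results filed as inactive read as strong as hits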
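Test system: human SENP1 catalytic domain; medium: Tris pH 8 buffer plus EDTA, NaCl, BME, BSA, NP40, catalase; incubation: 50 min reaction at room temperature; technique: FRET, CFP and YFP emission; controls: no-enzyme low control and enzyme-plus-DMSO high control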
Apaf-1 inh: blocks human Apaf-1 apoptosome activity; inhibition, % at 20 µM; 330,000 tested, 0.71% active; reconstituted apoptosome caspase-3 activity, DEVD-Rh110 fluorescence; O14727; active = inhibition of at least 40% at 20 µM;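 also: plate controls were DMSO wells for no effect and DEVD-CHO caspase inhibitor wells for full effect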
Target sequence (O14727 whole entry, looked up): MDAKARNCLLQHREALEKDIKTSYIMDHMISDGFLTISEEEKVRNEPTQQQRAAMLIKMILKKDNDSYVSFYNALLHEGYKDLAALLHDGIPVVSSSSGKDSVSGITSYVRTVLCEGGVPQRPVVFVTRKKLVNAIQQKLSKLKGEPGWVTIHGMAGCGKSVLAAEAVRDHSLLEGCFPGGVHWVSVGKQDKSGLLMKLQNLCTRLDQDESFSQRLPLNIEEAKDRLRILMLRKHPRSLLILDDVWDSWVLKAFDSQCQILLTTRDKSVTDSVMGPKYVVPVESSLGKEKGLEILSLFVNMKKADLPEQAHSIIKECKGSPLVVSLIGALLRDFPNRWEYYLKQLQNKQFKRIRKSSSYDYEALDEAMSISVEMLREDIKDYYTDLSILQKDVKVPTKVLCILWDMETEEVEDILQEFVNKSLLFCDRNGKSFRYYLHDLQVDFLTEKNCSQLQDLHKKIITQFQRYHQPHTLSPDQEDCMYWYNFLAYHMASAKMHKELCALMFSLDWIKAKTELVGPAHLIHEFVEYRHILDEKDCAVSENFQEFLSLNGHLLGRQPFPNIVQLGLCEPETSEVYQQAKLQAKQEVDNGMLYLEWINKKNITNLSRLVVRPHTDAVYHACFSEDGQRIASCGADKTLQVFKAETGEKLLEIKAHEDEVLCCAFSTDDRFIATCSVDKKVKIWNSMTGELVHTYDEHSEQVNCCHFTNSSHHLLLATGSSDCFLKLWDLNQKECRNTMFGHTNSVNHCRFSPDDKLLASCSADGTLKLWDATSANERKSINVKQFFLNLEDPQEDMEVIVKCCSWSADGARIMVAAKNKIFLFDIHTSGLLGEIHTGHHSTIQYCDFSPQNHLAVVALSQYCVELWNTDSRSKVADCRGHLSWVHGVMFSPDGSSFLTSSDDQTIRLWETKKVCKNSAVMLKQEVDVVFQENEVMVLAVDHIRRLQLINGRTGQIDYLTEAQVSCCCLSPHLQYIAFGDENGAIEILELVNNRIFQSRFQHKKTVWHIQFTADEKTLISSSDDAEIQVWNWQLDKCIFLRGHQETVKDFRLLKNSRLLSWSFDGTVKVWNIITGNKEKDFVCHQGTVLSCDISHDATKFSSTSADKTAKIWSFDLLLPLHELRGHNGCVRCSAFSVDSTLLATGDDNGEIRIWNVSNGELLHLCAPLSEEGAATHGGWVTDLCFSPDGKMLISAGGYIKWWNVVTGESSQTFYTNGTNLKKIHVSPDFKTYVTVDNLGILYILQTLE
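Assay system – apoptosome proteins · Medium – Hepes buffer, pH 7.5 · Also added – cytochrome c with DEVD-Rh110 · Timing – 30 min compound preincubation, 50 min activation, room temperature · Detection – Rh110 fluorescence, excitation 480 nm, emission 540 nm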
SENP7 inh: inhibitors of human SENP7 protease | inhibition, % at 5 µM | Q9BQF6 | 330,000 tested, 1.5% active | recombinant SENP7, Z-RLRGG-aminoluciferin luminescence, 40 min | AID 434973;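 active = inhibition above about 50% at the single test dose, limit read from the data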;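 also: plate controls were DMSO with enzyme for no effect and no enzyme buffer wells for full effect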
* marks the source's active call; other numbers are inactive results.

COc1cccc(C(=O)NC2CC3CCCC(C2)N3CC(=O)Nc2ccccc2)c1 (configuration not stated) was read as SENP8 block-1 1, SENP8 block-2 21, PfG6PD inh 39, HKDC1 inh 27, SENP6 block 34, SENP1 inh 2, Apaf-1 inh 32 and SENP7 inh 1.
Screening COc1cc2c(cc1C1NC(=S)NC(C)=C1C(N)=O)CCCC2 (configuration not stated) returned SENP8 block-1 -7, SENP8 block-2 -2, PfG6PD inh 27, HKDC1 inh 0, SENP6 block -10, SENP1 inh -2, Apaf-1 inh -4 and SENP7 inh 0.
Screening O=C(Nc1ccc2oc(-c3ccccc3Cl)nc2c1)c1cncc(Br)c1 returned SENP8 block-1 0, SENP8 block-2 -184, PfG6PD inh -3, HKDC1 inh -6, SENP6 block 12, SENP1 inh -3, Apaf-1 inh -1 and SENP7 inh 5.
Screening Cc1noc(C)c1S(=O)(=O)N1CCN(c2ccccc2Cl)CC1 returned SENP8 block-1 -1, SENP8 block-2 4, PfG6PD inh 0, HKDC1 inh 0, SENP6 block -8, SENP1 inh 0, Apaf-1 inh 15 and SENP7 inh -3.
`C/C=C\C(=O)Nc1cccc(C2=NOC3(C2)C[C@@H](C(N)=O)N(C(=O)CCCCC)C3)c1` (some centres not stated) gave SENP8 block-1 5, SENP8 block-2 14, PfG6PD inh 0, HKDC1 inh -8, SENP6 block -12, SENP1 inh 1, Apaf-1 inh -3 and SENP7 inh -8.
COc1ccc(CC2(CO)COc3ccccc3C2=O)cc1 (configuration not stated) was read as SENP8 block-1 13, SENP8 block-2 21, PfG6PD inh -8, HKDC1 inh 0, SENP6 block 4, SENP1 inh 0, Apaf-1 inh -3 and SENP7 inh 8.
For CCn1c(Cn2nnc(-c3ccccc3)n2)nnc1SCc1ccc(Cl)c(Cl)c1 the results were SENP8 block-1 -2, SENP8 block-2 13, PfG6PD inh 23, HKDC1 inh -3, SENP6 block 9, SENP1 inh 4, Apaf-1 inh 28 and SENP7 inh -4.
Screening COc1cc(OC)cc(C(=O)N2c3ccc(F)cc3CCC2C)c1 (configuration not stated) returned SENP8 block-1 -7, SENP8 block-2 22, PfG6PD inh -8, HKDC1 inh 2, SENP6 block -5, SENP1 inh 2, Apaf-1 inh 20 and SENP7 inh -5.
`CSc1nc2c(c(=O)[nH]c(=O)n2C)n1Cc1ccccc1` gave SENP8 block-1 -6, SENP8 block-2 24, PfG6PD inh 10, HKDC1 inh -3, SENP6 block 16, SENP1 inh 1, Apaf-1 inh -48 and SENP7 inh -5.
O=C(COC(=O)CCC(=O)c1cccs1)NCCc1ccccc1 was read as SENP8 block-1 -4, SENP8 block-2 -14, PfG6PD inh 17, HKDC1 inh -6, SENP6 block 2, SENP1 inh 1, Apaf-1 inh 1 and SENP7 inh 6.
`COc1ccccc1Nc1nc(NCc2ccco2)c2ccccc2n1` gave SENP8 block-1 -6, SENP8 block-2 -340, PfG6PD inh 19, HKDC1 inh -1, SENP6 block 3, SENP1 inh 3, Apaf-1 inh 5 and SENP7 inh 1.
Screening CCCCC/S(CC1CC1(Cl)Cl)=N\S(=O)(=O)c1ccc(C)cc1 (configuration not stated) returned SENP8 block-1 4, SENP8 block-2 -10, PfG6PD inh 3, HKDC1 inh -5, SENP6 block -5, SENP1 inh 4, Apaf-1 inh 1 and SENP7 inh -4.
For O=S(=O)(/C=C/c1ccccc1)NCc1ccccc1Cl the results were SENP8 block-1 -2, SENP8 block-2 5, PfG6PD inh 1, HKDC1 inh -7, SENP6 block -3, SENP1 inh 0, Apaf-1 inh 6 and SENP7 inh 1.
`Cc1ccc(-n2nc3c(N4CCC(C(=O)N5CCC(C(N)=O)CC5)CC4)nnc(C)c3c2C)cc1` gave SENP8 block-1 4, SENP8 block-2 -299, PfG6PD inh 16, HKDC1 inh -4, SENP6 block -11, SENP1 inh 30, Apaf-1 inh 7 and SENP7 inh 0.
`O=C(O)C1CCCN(S(=O)(=O)c2cccs2)C1` (configuration not stated) gave SENP8 block-1 -1, SENP8 block-2 7, PfG6PD inh 0, HKDC1 inh -8, SENP6 block -22, SENP1 inh 0, Apaf-1 inh -1 and SENP7 inh 10.
`COc1cccc(C(C(=O)NC2CCCC2)N(C(=O)c2ccco2)c2ccccc2F)c1OC` (configuration not stated) gave SENP8 block-1 -12, SENP8 block-2 13, PfG6PD inh -11, HKDC1 inh -4, SENP6 block -26, SENP1 inh -1, Apaf-1 inh 13 and SENP7 inh -4.
`O=C(CC1CCCC1)N1CCN(S(=O)(=O)c2cccc(F)c2)CC1` gave SENP8 block-2 3, PfG6PD inh 2, HKDC1 inh -4 and SENP1 inh -1.
For COc1ccc(OCCC(=O)Nc2cc3c(cc2C(=O)O)OCCCO3)cc1 the results were SENP8 block-1 -2, SENP8 block-2 -34, PfG6PD inh -4, HKDC1 inh -2, SENP6 block 0, SENP1 inh 1, Apaf-1 inh 4 and SENP7 inh -10.
For CCOc1ccc(C(=O)COC(=O)c2nc3nccc(C)n3n2)cc1 the results were SENP8 block-1 9, SENP8 block-2 -4, PfG6PD inh -6, HKDC1 inh -4, SENP6 block -12, SENP1 inh -1, Apaf-1 inh -9 and SENP7 inh -7.
Screening O=C(O)c1cccc(N/N=C/C2=C(Cl)c3cc(Cl)ccc3SC2)c1 returned SENP8 block-2 -28, PfG6PD inh -33, HKDC1 inh 0 and SENP1 inh -34.
`Cc1cc(C)n(C(=O)c2ccc(NC(=O)C3COc4ccccc4O3)cc2)n1` (configuration not stated) gave SENP8 block-1 -9, SENP8 block-2 16, PfG6PD inh 1, HKDC1 inh 4, SENP6 block -12, SENP1 inh 2, Apaf-1 inh 15 and SENP7 inh -11.
Screening CCn1c(=O)c(CCC(=O)N2CCOCC2)c(C)c2c(C)nn(-c3ccccc3)c21 returned SENP8 block-1 5, SENP8 block-2 0, PfG6PD inh 14, HKDC1 inh -2, SENP6 block 8, SENP1 inh 0, Apaf-1 inh 14 and SENP7 inh 2.
Screening COc1nc(-c2ccc(Cl)cc2Cl)nc2ccccc12 returned SENP8 block-1 1, SENP8 block-2 16, PfG6PD inh -6, HKDC1 inh -5, SENP6 block 4, SENP1 inh 0, Apaf-1 inh -13 and SENP7 inh 2.
COc1ccc(CNc2ncnc3c2[nH]c2ccccc23)cc1 was read as SENP8 block-1 7, SENP8 block-2 -208, PfG6PD inh 11, HKDC1 inh 5, SENP6 block -28, SENP1 inh -2, Apaf-1 inh 5 and SENP7 inh -1.
For CSCCC(NC(=O)c1ccc(C(C)(C)C)cc1)C(=O)O (configuration not stated) the results were SENP8 block-1 1, SENP8 block-2 9, PfG6PD inh 19, HKDC1 inh -5, SENP6 block -2, SENP1 inh 1, Apaf-1 inh 2 and SENP7 inh 7.
For CCN1CCN(CCCOc2ccccc2-c2ccccc2)CC1 the results were SENP8 block-1 -2, SENP8 block-2 8, PfG6PD inh 2, HKDC1 inh -6, SENP6 block -45, SENP1 inh 1, Apaf-1 inh -9 and SENP7 inh 1.
Screening Cc1ccc(S(=O)(=O)N2CCC(C(=O)N[C@@H](C)C(=O)NCc3ccco3)CC2)cc1 returned SENP8 block-1 -14, SENP8 block-2 2, PfG6PD inh -11, HKDC1 inh -7, SENP6 block -16, SENP1 inh -1, Apaf-1 inh -1 and SENP7 inh -4.
Screening O=c1[nH]cccc1-c1nc2ccccc2n1Cc1ccc(F)cc1 returned SENP8 block-1 -5, SENP8 block-2 -295, PfG6PD inh 7, HKDC1 inh 3, SENP6 block -5, SENP1 inh 0, Apaf-1 inh -1 and SENP7 inh 7.
Screening COc1ccc(CC(=O)OCC(=O)c2ccc(OC)c(OC)c2)cc1 returned SENP8 block-1 3, SENP8 block-2 -49, PfG6PD inh -3, HKDC1 inh -4, SENP6 block 0, SENP1 inh 2, Apaf-1 inh 3 and SENP7 inh -6.
Cc1ccc(OC(C)C(=O)Nc2cc(C)on2)cc1 (configuration not stated) was read as SENP8 block-1 2, SENP8 block-2 2, PfG6PD inh -1, HKDC1 inh -4, SENP6 block -9, SENP1 inh 0, Apaf-1 inh -4 and SENP7 inh 9.
Cc1ccc(C)c(-n2cc(CN3CCCN(C=O)CC3)c(-c3ccccc3)n2)c1 was read as SENP8 block-1 3, SENP8 block-2 22, PfG6PD inh -6, HKDC1 inh -7, SENP6 block 3, SENP1 inh 2, Apaf-1 inh 9 and SENP7 inh -2.
O=C(CCCN1C(=O)/C(=C/c2ccc(F)cc2)SC1=S)NC1CCS(=O)(=O)C1 (configuration not stated) was read as SENP8 block-1 19, SENP8 block-2 17, PfG6PD inh 7, HKDC1 inh 4, SENP6 block 44, SENP1 inh 1, Apaf-1 inh 1 and SENP7 inh 5.
Screening CCN1N=C(C)C=C(c2ccccc2)n2c1nc1ccccc12 returned SENP8 block-1 -1, SENP8 block-2 10, PfG6PD inh -8, HKDC1 inh -2, SENP6 block -10, SENP1 inh -1, Apaf-1 inh -11 and SENP7 inh 4.
Screening CN(Cc1cccc(F)c1)C(=O)CSc1nnnn1C1CC1 returned SENP8 block-1 0, SENP8 block-2 4, PfG6PD inh 1, HKDC1 inh 0, SENP6 block 1, SENP1 inh 1, Apaf-1 inh -8 and SENP7 inh 1.

Hits appear at their usual frequency; 3.6% or so of the library scored in one or more.
